Bioassay records (PubChem BioAssay)
Pol eta inh = blocks human DNA polymerase eta activity; recombinant Pol eta, fluorescent DNA replication assay; AID 588591; actives 1.2% (n = 390,000); Potency, µM (doses to about 114 µM), inactives show at the top dose activity change, negative = inhibition, hits mostly inhibitors; Q9Y253; further: potency means the concentration at half of the fitted maximal effect; on the % scale 0 is the no-effect control and ±100 the full control effect
Target sequence (Q9Y253 whole entry, looked up): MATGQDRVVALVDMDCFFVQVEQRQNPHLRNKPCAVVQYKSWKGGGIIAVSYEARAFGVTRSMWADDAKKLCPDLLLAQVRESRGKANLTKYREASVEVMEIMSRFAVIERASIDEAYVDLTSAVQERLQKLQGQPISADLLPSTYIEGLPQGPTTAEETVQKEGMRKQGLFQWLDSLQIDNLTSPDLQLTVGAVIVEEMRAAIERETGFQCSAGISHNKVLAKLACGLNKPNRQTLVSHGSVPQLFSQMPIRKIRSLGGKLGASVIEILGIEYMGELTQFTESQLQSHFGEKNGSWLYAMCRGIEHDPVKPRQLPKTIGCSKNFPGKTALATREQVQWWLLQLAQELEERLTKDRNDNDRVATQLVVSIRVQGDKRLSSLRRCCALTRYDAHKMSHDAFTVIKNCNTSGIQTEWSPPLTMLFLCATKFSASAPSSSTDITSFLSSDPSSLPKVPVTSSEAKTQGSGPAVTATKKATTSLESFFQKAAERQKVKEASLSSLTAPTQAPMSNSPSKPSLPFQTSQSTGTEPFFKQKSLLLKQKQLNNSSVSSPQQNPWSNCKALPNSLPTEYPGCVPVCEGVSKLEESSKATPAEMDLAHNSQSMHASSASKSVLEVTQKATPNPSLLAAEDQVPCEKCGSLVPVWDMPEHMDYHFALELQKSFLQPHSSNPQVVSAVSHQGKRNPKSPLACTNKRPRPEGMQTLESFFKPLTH
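Fluorescent replication assay: 50 nM final substrate added after a 15 min room-temperature compound preincubation with 10 nM enzyme. Signal taken at 0 min and again at 10 min.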
Pin1 inhibitor = blocks the human prolyl isomerase Pin1 | Q13526 | Pin1 FP peptide displacement, HiFluor488, 10 min | Potency, µM (titrated, usually from 115 µM), for inactives: at the highest dose activity, negative = inhibition, usual class: inhibitors | actives 0.009% (n = 390,000) | AID 504891; active means well fitted inhibition curve with a large enough effect in the polarisation, with a control signal flat, not every such curve was filed as active; inconclusive means small, poorly fitted or top-dose-only effect, or effect the other way, or a change in a side signal; inactive means no such curve, though single readings can be large or run the other way; the % refers to the polarisation; further: potency means the concentration at half of the fitted maximal effect; on the % scale 0 is the no-effect control and ±100 the full control effect
BAZ2B block = BAZ2B (human) inhibition; Potency, µM (doses to about 114 µM), for inactives: at the highest dose activity change, negative = inhibition, hits mostly inhibitors; actives 4.4% (n = 360,000); AlphaScreen BAZ2B-H3K14Ac peptide displacement; AID 504333; further: potency means the concentration at half of the fitted maximal effect; on the % scale 0 is the no-effect control and ±100 the full control effect; nearly all actives have a fitted effect of over 60% in size
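BAZ2B (50 nM) with biotin-H3(5-23)K14Ac peptide (50 nM) in PBS pH 7.4, 0.01% Tween-20, preformed 30 min, then compound 30 min at room temperature; top concentration 110uM. AlphaScreen streptavidin donor/nickel chelate acceptor beads (10 ug/mL final), 20 min dark, signal read.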
JMJD2A Tudor = blocks the human JMJD2A Tudor domain; O75164; AlphaScreen JMJD2A-Tudor / H3K4me3 peptide binding; Potency, µM (titrated, usually from 114 µM), for the others: top-dose activity change, negative = inhibition, usual class: inhibitors; actives 4.4% (n = 390,000); AID 504339; further: potency means the concentration at half of the fitted maximal effect; on the % scale 0 is the no-effect control and ±100 the full control effect; nearly all actives have a fitted effect of over 50% in size
PI4K2A block = blocks human PI4K2A kinase activity; AID 1346378; Q9BTU6; actives 0.13% (n = 420,000); activity change, negative = inhibition, % at 76.9 µM; purified PI4K2A, ADP-Glo luminescence, 1 h; hits give low values; in the data active means activity change below about -50%; inconclusive means mostly about -30% to -49%;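 further: -100% = wells without enzyme as full effect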
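Compounds are screened against recombinant PI4K2A using PI as substrate and ATP, the latter dispensed at 300 microM. Reactions run one hour at ambient temperature before ADP-Glo detection; full inhibition defined by wells lacking enzyme.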
HP1b chromo inh = blocks HP1-beta chromodomain binding to methylated histone tails; actives 0.56% (n = 390,000); P83916; AID 540317; Potency, µM (highest dose often 114 µM), for the others: at the top dose activity change, negative = inhibition, usual class: inhibitors; AlphaScreen HP1-beta / biotin-H3K9me3 peptide binding; further: potency means the concentration at half of the fitted maximal effect; nearly all actives have a fitted effect of over 70% in size; inactives centre near 23
Target sequence (P83916 whole entry, looked up): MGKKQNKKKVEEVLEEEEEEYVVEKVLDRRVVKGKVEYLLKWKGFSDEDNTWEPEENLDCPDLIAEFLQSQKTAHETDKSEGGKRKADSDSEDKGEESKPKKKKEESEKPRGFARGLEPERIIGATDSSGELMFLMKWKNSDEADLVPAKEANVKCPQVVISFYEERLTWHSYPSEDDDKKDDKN
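AlphaScreen: HP1-beta (50 nM) preformed 30 min with biotin-H3(1-18)K9me3 peptide (50 nM) in PBS pH 7.4, 0.01% Tween-20. Compound added for 30 min at RT, then streptavidin donor/nickel chelate acceptor beads (10 ug/mL) for 30 min.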
PGK inhibitor = blocks T. brucei phosphoglycerate kinase | P07378 | PGK/GAPDH coupled, Kinase-Glo luminescence, 60 min | Potency, µM (titrated, usually from 57.5 µM), for inactives: at the highest dose activity change, negative = inhibition, hits mostly inhibitors | actives 0.043% (n = 380,000) | AID 602233; further: potency means the concentration at half of the fitted maximal effect; on the % scale 0 is the no-effect control and ±100 the full control effect; nearly all actives have a fitted effect of over 60% in size
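Luminescent ATP detection (Kinase-Glo Plus) follows a 60-minute room-temperature incubation, with wells lacking PGK as controls. Buffer: 100 mM TEA (pH 7.6), 5 mM MgCl2, 0.01% Tween-20. Coupling enzyme GAPDH (100 nM final) supplies unstable 1,3-BPG in-well.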
G9a block = G9a (human) methyltransferase inhibition. Potency, µM (top dose mostly 102 µM), without a hit: at the highest dose activity, negative = inhibition, hits mostly inhibitors. Q96KQ7. AID 504332. G9a H3K9 monomethylation, AlphaScreen, 2 h. actives 8.8% (n = 350,000); further: potency means the concentration at half of the fitted maximal effect; on the % scale 0 is the no-effect control and ±100 the full control effect; nearly all actives have a fitted effect of over 75% in size
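Readings reflect AlphaScreen signal from monomethyl-H3K9 antibody detection. HMT at 20 nM; substrate b-H3K9 500 nM; cofactor SAM 20 uM; 2 h RT reaction; compounds tested as titrations in qHTS with 15 min preincubation.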
GLS inhibitor = blocks human kidney-isoform glutaminase activity | O94925 | GLS enzymatic activity, qHTS titration | Potency, µM (doses to about 45.5 µM), without a hit: at the highest dose activity change, negative = inhibition, hits mostly inhibitors | actives 0.21% (n = 410,000) | AID 624170; further: potency means the concentration at half of the fitted maximal effect; on the % scale 0 is the no-effect control and ±100 the full control effect
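Enzyme dispensed in phosphate buffer (45 mM, pH 8.2, 0.02% Tween-20), compounds pinned in, then 1 mM L-glutamine solution and the glutamate oxidase–HRP–Amplex Red mix added; fluorescence read immediately and again after 30 min at room temperature.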
* hit, by the source's call; i = inactive; u = inconclusive; x = not tested or not shown; & = joins results of further samples; [ ] = dose if it differs, or a comment. Unless noted, the call rests on the fitted dose curve; in most records, active means well fitted curve in the direction sought with a large enough effect; inconclusive means small, poorly fitted or top-dose-only effect, or another doubt; inactive means no such curve, though single readings can be large; an effect the other way counts as inactive or inconclusive. Not all compounds are listed. The share of hits here may be higher or lower than overall.

| no. | canonical_smiles | Pol eta inh | Pin1 inhibitor | BAZ2B block | JMJD2A Tudor | PI4K2A block | HP1b chromo inh | PGK inhibitor | G9a block | GLS inhibitor |
| --- | --- | --- | --- | --- | --- | --- | --- | --- | --- | --- |
| 1 | C[C@H](CO)N1C[C@H](C)[C@@H](CN(C)Cc2ccc(C(=O)Nc3ccccc3N)cc2)Oc2c(NC(=O)C3CCCCC3)cccc2C1=O | -21% | 3% | x | -25% | 0 | 27% | 9% | x | 4% |
| 2 | O=C1CN(C(=O)C2CCCCC2)C(c2ccccc2)c2cc(F)ccc2N1 (stereo not drawn) | -6% | -10% | -3% | -28% | -3 | 12% | 4% | -4%[59 µM] | 1% |
| 3 | O=C(CSc1ccccn1)Nc1ccc2c(c1)OCCO2 | 1% | -14% | -4% | 1% | -2 | 1% | -8% | x | -8% |
| 4 | COCCNC(=O)c1oc2ccc3c(c2c1C)C(O)CC(C)(C)O3 (stereo not drawn) | -5% | 5% | 0% | 3% | -4 | 41% | -6% | 11% | -5% |
| 5 | CC(C(=O)O)N1C(=O)CSC1=S (stereo not drawn) | -1% | 24% | u | -7%[57.1 µM] | -10 | 9% | i | 16%[2.33 µM] | 18% |
| 6 | CSc1n[nH]c(=O)n1C1CCCCC1 | 1% | 6% | -2% | -11% | 3 | 31%[activator] | -10% | -13% | -3% |
| 7 | Cc1ccc(Cn2nc(C)c(NC(=O)CCCn3nc([N+](=O)[O-])c(Cl)c3C)c2C)cc1 | 1% | 8% | -2% | -11% | 3 | 9% | 1% | 19% | 9% |
| 8 | CCCS(=O)(=O)N1CCC(C(=O)NCCN2CCCC2)CC1 | 0% | 1% | 0% | -4% | -3 | 22% | -4% | -48%[12.7 µM] | 7% |
| 9 | CSc1ccccc1C(=O)Nc1ccc(S(=O)(=O)NC2=NCCCCC2)cc1 | 0% | -3% | 6% | -15% | -2 | 26% | 2% | u | 3% |
| 10 | CC(=O)NC1C(Oc2ccc(C=O)cc2)OC(COC(C)=O)C(OC(C)=O)C1OC(C)=O (stereo not drawn) | -17% | 8% | -9% | -3%[57.1 µM] | 3 | 31% | 7% | 0%[0.501 µM] | 0% |
| 11 | NS(=O)(=O)c1ccc(NC(=O)CSc2nnc(NC3CC3)s2)cc1 | 20µM* | -12% | u | u | 1 | u | u | 45µM* | u |
| 12 | CC(OCC(O)CN1CCN(S(=O)(=O)c2ccc(Cl)cc2)CC1)c1ccc(Cl)cc1 (stereo not drawn) | -19% | x | x | x | -3 | x | -2% | x | 0% |
| 13 | Cc1ccc(/C=N/NC(=O)c2cc(C3CC3)nc3ccccc23)o1 | -8% | 1% | u | -19% | 0 | 7% | -2% | 2%[59 µM] | -8% |
| 14 | CCCCC(=O)Nc1cc(OC)c(NC(=S)Nc2ccc(OC)cc2)cc1OC | -11% | 1% | x | -24% | -4 | 1% | 2% | x | 5% |
| 15 | CNc1sc(C(=O)c2ccc(F)cc2)c(N)c1-c1nc2ccccc2s1 | -5% | -1% | 50µM* | u | 5 | -29% | -10% | 8.9µM* | 3% |
| 16 | Cc1ccc(C)c(OCc2cc(C(=O)N3CCN(C4CCCCC4)CC3)no2)c1 | -17% | x | x | x | 5 | x | -6% | x | 4% |
| 17 | CC(=O)c1cnc2nc(SCc3ccccc3)nn2c1C | -16% | -2% | -4% | -5% | -1 | 33% | -8% | 74%[activator] | -5% |
| 18 | Cc1ccc(-c2nn(-c3ccccc3)cc2C(=O)NCCCN2CCOCC2)cc1 | -18% | 3% | -23% | -6% | 1 | 23% | -9% | 10% | -3% |
| 19 | COc1cccc(-c2cc3c(=O)n(-c4ccccc4)c(=S)[nH]c3s2)c1 | -18% | 2% | 9% | -35% | -3 | 23% | i | u | 16% |
| 20 | COCCN=C1Sc2nc3c(C)cccc3cc2CN1Cc1ccco1 | -9% | 39%[activator] | -9% | u | -1 | -21% | i | 11%[2.33 µM] | 5% |
| 21 | CCn1c(=O)c([N+](=O)[O-])c(N2CCOCC2)c2ccccc21 | -20% | 7% | 2% | 2% | 1 | 27% | -3% | -46%[59 µM] | -1% |
| 22 | Cc1cc2c(cc1S(=O)(=O)NCc1ccc(Cl)cc1)OCC(=O)N2 | -17% | 2% | 3% | -15% | -3 | 35% | -8% | 18% | 2% |
| 23 | CNS(=O)(=O)c1ccc(C(=O)NCC(=O)NC(C)c2cccs2)cc1 (stereo not drawn) | -12% | -3% | 21% | -13% | -1 | 33% | -3% | u | -11% |
| 24 | Cc1ccnc(NC(=O)CNC(=O)C23CC4CC(CC(C4)C2)C3)c1 | -11% | -1% | 2% | 1% | -2 | 29% | -4% | -23% | 0% |
| 25 | CC1=C([N+](=O)[O-])C(c2ccc(Cl)cc2)NC(=O)N1C (stereo not drawn) | -4% | 8% | 3% | 20µM* | 4 | -13% | -7% | x | u |
| 26 | COCCC(=O)N1CCC(Oc2ccc(C(=O)NC3CCCCC3)cc2)CC1 | 4% | -4% | u | -22% | -2 | 30% | -3% | 35% | 1% |
| 27 | O=C(C1CCCCCC1)N1CC[C@@H](N2CCC(O)CC2)[C@H](O)C1 | 8% | -10% | 13% | -8% | -4 | 11% | -1% | x | -7% |
| 28 | COc1ccc(CCNC(=O)CN(c2ccccc2)S(C)(=O)=O)cc1 | -6% | 31%[activator] | 20% | -17%[57.1 µM] | -6 | 40%[activator] | -5% | 17% | -7% |
| 29 | Cc1ccc(S(=O)(=O)N(Cc2cc3ccccc3[nH]c2=O)c2cccc(C)c2)cc1 | 7% | -3% | 3% | -8%[11.4 µM] | 1 | 14% | 2% | -7% | 4% |
| 30 | Cc1ccc(S(=O)(=O)N2CCN(c3ncnc4c3cnn4-c3ccccc3)CC2)cc1 | 0% | 0% | 12% | -8% | -16 | 22% | -8% | -15%[59 µM] | -1% |
| 31 | Cc1cnc(NS(=O)(=O)c2ccc(N)cc2)nc1-c1ccccc1O | -4% | x | x | x | 1 | x | 0% | x | 8% |
| 32 | COc1ccccc1Oc1nc(C)c(C(C)=O)cc1C#N | 1% | 3% | 6% | -2% | 5 | 17% | 1% | -4% | 0% |
| 33 | c1ccc(Oc2nc(-c3ccccn3)nc3ccccc23)cc1 | 3% | -2% | -11% | u | -16 | 26% | 3% | x | 22% |
| 34 | CCC1CN(C(=O)Nc2cc(Cl)ccc2C(=O)OC)c2ccccc2S1 (stereo not drawn) | -8% | -3% | -5% | -10% | -2 | 59%[activator] | -4% | -16%[59 µM] | -5% |
| 35 | COCCNc1ncnc2onc(-c3ccc(F)cc3)c12 | -2% | -5% | 13%[57.1 µM] | -5% | -6 | 41%[activator] | -1% | -10%[59 µM] | 0% |
| 36 | CCOc1ccc(S(=O)(=O)n2nc(C)c(S(=O)(=O)N3CCCCCC3)c2C)cc1 | -14% | -7% | -15% | -28% | 3 | 6%[57 µM] | 9% | -5%[59 µM] | -9% |
| 37 | O=C(c1ccco1)N1CCN(C(=O)c2cccc3c2C(=O)N(C2CCCCC2)C3)CC1 | -15% | -6% | -21% | -4% | -4 | 20% | -2% | 45µM* | 2% |
| 38 | CCOc1ccc(NC(=O)C2CCN(S(=O)(=O)c3c(C)noc3C)CC2)cc1 | 14% | -5% | -12% | -10% | 3 | 46%[activator] | -10% | 11% | -1% |
| 39 | COc1ccc2c(C(=O)NCc3ccc4c(c3)OCO4)c(-c3ccc(S(C)(=O)=O)cc3)sc2c1 | 3% | 1% | x | -9% | 3 | 23% | i | x | 0% |
| 40 | O=C1C(Nc2ccccc2)=CC(c2ccc(Br)cc2)N1c1ccccc1 (stereo not drawn) | -27% | 0% | -3% | 4% | 3 | 38% | i | u | -3% |
| 41 | Cc1cn[nH]c1 | -12% | 0% | 5% | u | -8&4&-4 | 5% | 2% | 19µM* | -1%&0% |
| 42 | CCN(CC)C(=O)N1CCN(c2c([N+](=O)[O-])c(=O)oc3ccccc23)CC1 | -13% | -7% | 9% | 1% | -1 | 41%[activator] | -10% | 13%[12.7 µM] | 0% |
| 43 | Cn1nnnc1SCC(=O)NNC(=O)c1ccc(Cl)cc1 | -22% | -15% | -20% | 11% | -2 | 36% | 0% | -6% | 1% |
| 44 | COc1cc(/C=C2\CCC/C(=C\c3ccc(O)c(OC)c3)C2=O)ccc1O | -25% | 45%[activator] | u | 28µM* | 2 | u | i | 45µM* | 12%&-4% |
